# Source: PubChem BioAssay
# HTT cytoprotect: protects HTT-Q103 PC12 cells, measured by ATP | PC12 HTT-Q103 induced, cytoprotection, ATP luminescence, 40 h | Potency, µM (titrated, usually from 56.4 µM), inactives show cytoprotection (ATP increase), hits mostly activators | 230,000 compounds, 0.14% hits;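 note: potency is the fitted concentration of half-maximal effect; % of control where 0% means no effect; nearly all actives have a fitted effect of over 45% in size; toxic huntingtin expression switched on by the ecdysone agonist tebufenozide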
#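 Readout: ATPlite luminescence (ATP level). Model: stable PC12, inducible Htt exon1 Q103-GFP. Inducer: tebufenozide, 100 nM final. Compounds: dose series. No G418 in medium.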
# IMPase Li cell: IMPase inhibition in cells with lithium potentiation; Potency, µM (highest dose often 59.4 µM), inactives show at the top dose activity, negative = IMPase inhibition, actives largely listed as inhibitors; CHO-M1 cells, IP1 TR-FRET (IP-One), carbachol + lithium; 210,000 compounds, 0.35% hits;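 note: IP1 builds up when IMPase is blocked and the TR-FRET signal falls; potency is the fitted concentration of half-maximal effect; plate controls were basal vehicle for no effect and high inhibitor control for full effect; nearly all actives have a fitted effect of over 50% in size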
#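 CHO cells stably expressing M1 receptor (2000/well) were cultured 16–30 h, then exposed to compounds with a small lithium addition for 30 min at 37C. IP1 was measured by TR-FRET competition; AC50 from Hill fits.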
# Luc counter: blocks Kinase-Glo luciferase, a counter-screen artifact; Q27757; Kinase-Glo luciferase, ATP luminescence, 8 min; Potency, µM (doses to about 38.3 µM), inactives show top-dose activity change, negative = inhibition, actives largely listed as inhibitors; 200,000 compounds, 0.28% hits; AID 1379; note: potency is the fitted concentration of half-maximal effect; % is set by controls: 0 for no effect and ±100 for the full control effect; nearly all actives have a fitted effect of over 60% in size
#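 Substrate mix (final 50 mM imidazole pH 7.2, 50 mM KCl, 7 mM MgCl2, 10 uM ATP, 0.01% Tween 20, 0.05% BSA) plus pin-tool compound, then Kinase-Glo detection mix; 8 min ambient, luminescence read.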
# LMNA splice mod: changes lamin A minigene splicing in HeLa cells; Potency, µM (titrated, usually from 46.1 µM), for inactives: at the highest dose ratio change, negative = inhibition, actives largely listed as inhibitors; 200,000 compounds, 0.01% hits; HeLa LMNA splicing GFP/RFP minigene ratio, 48 h; active = well fitted inhibition curve with a large enough effect in the signal ratio, with a control signal flat, not every such curve was filed as active; inconclusive = small, poorly fitted or top-dose-only effect, or effect the other way, or a change in a side signal; the % refers to the signal ratio; note: potency is the fitted concentration of half-maximal effect; % is set by controls: 0 for no effect and ±100 for the full control effect
#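 Read-out is the ratio of GFP to DsRed2 object intensity, acquired by 488 nm laser-scanning cytometry on HeLa lamin A-EGFP minigene reporter cells. Compound incubation 48 hrs at 37 °C in Opti-MEM with 2% FBS; DMSO 0.5% final.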
# HttQ103 aggreg: reduces HttQ103-GFP aggregates in PC12 cells. PC12 HttQ103-GFP aggregates, Acumen cytometry, 40 h. Potency, µM (doses to about 46.1 µM), inactives show at the highest dose activity change, negative = inhibition, hits mostly inhibitors. 220,000 compounds, 1.1% hits. AID 1688; note: potency is the fitted concentration of half-maximal effect; % is set by controls: 0 for no effect and ±100 for the full control effect; nearly all actives have a fitted effect of over 60% in size
#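 Compounds (qHTS titration) were added to PC12 cells expressing an ecdysone-driven HTT exon 1 Q103–GFP fusion after induction with 100 nM tebufenozide. Aggregate formation was measured as GFP objects in cell lysates.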
# SMN2 splice enh: enhancers of SMN2 splice variant expression. HEK293 SMN2-luciferase splicing reporter, luminescence, 30-36 h. Potency, µM (top dose mostly 46.1 µM), inactives show at the highest dose activity change, positive = activation, actives largely listed as activators. 210,000 compounds, 2.8% hits. AID 1458; note: potency is the fitted concentration of half-maximal effect; % of control where 0% means no effect; nearly all actives have a fitted effect of over 55% in size
#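 HEK293 cells carry an SMN2 minigene-luciferase reporter in which exon 7 inclusion puts luciferase in frame. Cells were seeded at 2000 cells/well, attached for 10-12 hours, then exposed to compounds for 30-36 hours at 37C before ONE-Glo luminescence.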
# CBFb RUNX1 block: inhibitors of human CBF-beta and RUNX1 interaction | AID 1477 | 230,000 tested, under 10 active | AlphaScreen CBFb-His/RUNX1-biotin binding, biochemical | Potency, µM (highest dose often 59.8 µM), for inactives: top-dose activity, negative = inhibition, usual class: inhibitors | Q01196+Q13951; note: % of control where 0% means no effect
# Target sequence (Q01196 whole entry, looked up): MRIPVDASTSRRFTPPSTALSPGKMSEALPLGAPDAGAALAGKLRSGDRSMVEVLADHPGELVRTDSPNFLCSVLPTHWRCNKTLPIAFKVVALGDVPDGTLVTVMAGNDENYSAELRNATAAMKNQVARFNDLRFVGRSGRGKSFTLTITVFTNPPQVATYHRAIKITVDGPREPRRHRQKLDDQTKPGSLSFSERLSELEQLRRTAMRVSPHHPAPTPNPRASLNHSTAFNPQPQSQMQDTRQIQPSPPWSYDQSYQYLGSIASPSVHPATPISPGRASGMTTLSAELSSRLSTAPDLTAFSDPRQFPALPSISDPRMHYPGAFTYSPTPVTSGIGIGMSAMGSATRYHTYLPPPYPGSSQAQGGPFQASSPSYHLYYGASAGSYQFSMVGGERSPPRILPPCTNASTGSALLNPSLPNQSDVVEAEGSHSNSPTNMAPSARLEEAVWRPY
# Target sequence (Q13951 whole entry, looked up): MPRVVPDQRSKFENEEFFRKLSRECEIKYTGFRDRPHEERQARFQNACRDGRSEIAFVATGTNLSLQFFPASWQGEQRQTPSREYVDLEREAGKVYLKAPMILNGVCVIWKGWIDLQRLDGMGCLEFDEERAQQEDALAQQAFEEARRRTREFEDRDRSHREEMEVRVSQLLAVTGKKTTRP
#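 His-tagged CBF-beta and biotinylated RUNX1 (30 nM each) were premixed 20 min at room temperature, exposed to compound for 15 min, then given nickel-chelate and streptavidin AlphaScreen beads (50 ng each). After 90 min, AlphaScreen signal was read.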
# * = called active by the depositor; ? = inconclusive; . = no result given; [ ] = remark or other dose. Unless noted, calls come from the whole dose curve; as a rule, active = well fitted curve in the direction sought with a large enough effect; inconclusive = small, poorly fitted or top-dose-only effect, or another doubt; inactive = no such curve, though single readings can be large; an effect the other way counts as inactive or inconclusive.
SMILES,HTT cytoprotect,IMPase Li cell,Luc counter,LMNA splice mod,HttQ103 aggreg,SMN2 splice enh,CBFb RUNX1 block
Cc1ccc(S(=O)(=O)N(C)C)cc1NC(=S)NC(=O)C12CC3CC(CC(C3)C1)C2,14%[10 µM],5%,-2%,?,-8%,-26%,-1%
CC(C)c1ccc(NC(=O)CSc2n[nH]c(=O)n2Cc2ccco2)cc1,8%[10 µM],.,.,.,-4%[9.22 µM],.,5%
CSC(=NC#N)N1CCN(c2cccc(Cl)c2)CC1,32%,14%[38.3 µM],2%,-2%,-8%,2%,2%
COc1ccc2[nH]cc(CCNS(=O)(=O)c3ccc(NC(C)=O)cc3)c2c1,-14%,-3%,-1%,24%[46 µM],-6%,-2%,2%
N=c1n(CC(=O)c2cccs2)c2ccccc2n1Cc1ccccc1,24%[10 µM],.,.,.,9%[9.22 µM],.,-6%
CCOc1ccc(S(=O)(=O)Nc2ccccc2SC)c2cccnc12,-8%,-6%[38.3 µM],1%,3%,-15%,1%,-5%
c1ccc(CCNc2nc(-c3ccncc3)nc3ccccc23)cc1,11%[10 µM],.,.,.,-22%[9.22 µM],.,7%
C1CCC(Nc2nc3nonc3nc2N2CCSCC2)C1,-17%[10 µM],12%,2%,?,-10%[9.22 µM],.,3%
CCCN(CCC)S(=O)(=O)c1ccc(C(=O)NCc2n[nH]c(=S)n2-c2ccc(Cl)c(Cl)c2)cc1,28%[10 µM],0%,1%,0%[46 µM],?,24%,-1%
COc1ccc(C(=O)NCC(=O)N/N=C/c2cn[nH]c2-c2ccccc2)cc1,-28%,-7%,0%,.,-17%,-1%,-1%
Cc1cnc(C)c(N2CCN(Cc3cn(C)nc3-c3cccc(Cl)c3)CC2)n1,6%[10 µM],15%,-5%,19%[46 µM],-7%[9.22 µM],.,-4%
COc1ccc(OC)c(N/C(C)=C/C(=O)c2ccc(C)o2)c1,-17%[0.074 µM],14%[38.3 µM],-2%,1%,0%,-17%,-3%
CCCCN(C(=O)c1cc2ccccc2o1)c1c(N)n(CCC)c(=O)[nH]c1=O,11%[1.9 µM],-3%,0%,-8%,2%,7%,-3%
Nc1ccccc1C(=O)N1CCCC1,6%,-6%,.,.,6%,.,0%
O=C(Cc1cccc2ccccc12)OCn1nnc2ccccc2c1=O,24%[10 µM],27%[38.3 µM],0%,-9%,1%,2%,24%
CCC/C=C(\CCC)C(NC(=O)c1ccc(C(F)(F)F)cc1)c1ccccc1 (configuration not stated),8%,20%,0%,.,.,-17%,23%
CCOc1cc(CNc2ccc(N(C)C)cc2)cc(Br)c1OCC(=O)NC(C)(C)C,15%[10 µM],-7%[38.3 µM],3%,?,-19%,-29%,-18%
CN/S(=N/S(=O)(=O)c1ccccc1)c1ccc(C)cc1 (configuration not stated),2%,-4%[38.3 µM],-2%,6%,2%,-10%,-2%
Cc1ccc(C)c2nc(Cl)c(C3NC(=O)c4ccccc4N3)cc12 (configuration not stated),-51%[inhibitor],4%,2%,20%[46 µM],-15%,-22%,-8%
C/C=C/C(=O)OCC(=O)Nc1cc(OC)c([N+](=O)[O-])cc1C,-22%,12%,-1%,-13%[46 µM],-18%,-2%,11%
COc1ccc(C(=O)/C=C/C(=O)N(Cc2ccc3c(c2)OCO3)C(C(=O)NC2CCCCC2)c2ccncc2)c(O)c1 (configuration not stated),-13%[10 µM],8%,1%,?,?,-28%,-8%
COc1cc2c(cc1NC(=O)CC1SC(N3CCCC3)=NC1=O)oc1ccccc12 (configuration not stated),-15%[10 µM],-20%[38.3 µM],-2%,-11%,?,-1%,-4%
Cc1ccc(-n2nnnc2SCC#N)cc1,-14%,8%,-1%,?,11%,25%,11%
C/C=C/c1ccc(OCCCN2C(=O)NC(C)(C)C2=O)c(OC)c1,-19%,3%[38.3 µM],0%,8%,-2%[9.22 µM],-6%,2%
Cc1oc(CC(C)C)cc1C(=O)Nc1cccc2ccccc12,-4%,5%[38.3 µM],-3%,?,-4%,-6%,5%
O=C(Nc1cccc([N+](=O)[O-])c1)c1cnccn1,.,-10%,1%,16%,19%,19%,-7%
CC12COC3(C(=O)Nc4ccccc4F)CC1CCC32C (configuration not stated),-28%,12%,-4%,18%[46 µM],-17%,-21%,1%
CC(=O)Nc1cc(NC(C)=O)c(N=Nc2ccccc2)cc1C,-45%[10 µM],.,.,.,?,.,7%
CCCCC(=O)c1c(C)cc(C)[nH]c1=O,?,20%[38.3 µM],1%,-2%,-16%,-3%,4%
O=c1c2ccccc2ncn1-c1ccc2c(c1)OCCO2,-7%,7%[38.3 µM],-4%,-2%,1%,2%,4%
O=C(CN1C(=O)C2C3c4ccccc4C(c4ccccc43)C2C1=O)Nc1cccc(C(=O)O)c1 (configuration not stated),.,-6%,-3%,7%,5%,1%,7%
COc1ccc(/C=C/C(=O)C2CC2)cc1COc1cccc(C)c1C,-19%[10 µM],.,.,.,-9%[9.22 µM],.,21%
O=C(NCCN1CCOCC1)c1cc2sccc2n1Cc1ccc(F)cc1,-16%,7%[38.3 µM],3%,8%,27%,-9%,4%
COc1ccccc1-n1c(SCC(=O)Nc2ccccc2C)nc(O)cc1=O,-5%[10 µM],-2%[38.3 µM],-4%,?,22%,-19%,-5%
COc1cc2c(cc1O)C(SC)=NC(C)(C)C2,20%[1.9 µM],14%,-1%,?,0%,-12%,15%
O=C(NCc1cccnc1)NC1CC(=O)N(c2ccc3c(c2)OCCO3)C1 (configuration not stated),-11%,-7%,11%,.,-3%,27%,4%
Cc1oc(C(C)(C)C)cc1C(=O)NCC(=O)NCC(=O)O,-4%[10 µM],4%[38.3 µM],0%,15%,5%,5%,6%
Cc1ccccc1N1C(=O)C2ON(c3ccccc3)C(c3cccnc3)C2C1=O (configuration not stated),-7%,-32%[38.3 µM],1%,-6%,-23%,5%,-3%
CC1CC(C)CN(C(=O)c2ccccc2Nc2ccc(SC(F)F)cc2)C1 (configuration not stated),-75%[inhibitor],6%[38.3 µM],0%,4%,-21%,-13%,5%
COc1cc(C)ccc1OCCCCN1CC(C)OC(C)C1 (configuration not stated),-7%,26%[38.3 µM],-1%,14%,-3%,-6%,1%

# 3 entries from above, set out differently:
mol | HTT cytoprotect | IMPase Li cell | Luc counter | LMNA splice mod | HttQ103 aggreg | SMN2 splice enh | CBFb RUNX1 block
COc1cc2c(cc1NC(=O)CC1SC(N3CCCC3)=NC1=O)oc1ccccc12 (configuration not stated) | -15%[10 µM] | -20%[38.3 µM] | -2% | -11% | ? | -1% | -4%
O=C(Nc1cccc([N+](=O)[O-])c1)c1cnccn1 | . | -10% | 1% | 16% | 19% | 19% | -7%
CC12COC3(C(=O)Nc4ccccc4F)CC1CCC32C (configuration not stated) | -28% | 12% | -4% | 18%[46 µM] | -17% | -21% | 1%

# (further entries)
SMILES,HTT cytoprotect,IMPase Li cell,Luc counter,LMNA splice mod,HttQ103 aggreg,SMN2 splice enh,CBFb RUNX1 block
CC(=O)N1c2ccccc2NC(=O)C1(C)C,17%,-6%[38.3 µM],-2%,2%,-6%,2%,-3%
COc1ccc2c(Cl)c(C(=O)NN3CCN(C)CC3)sc2c1,-27%[10 µM],10%,-1%,.,25%,?,8%
O=C(O)c1cnn2c(C(F)F)cc(C(F)F)nc12,31%[10 µM],-5%,1%,6%,4%,9%,-1%
CCOCc1nnc(NC(=O)c2cc(OC)cc(OC)c2)s1,-20%,-3%,5%,-3%[46 µM],5%,12%,1%
O=C(Nc1ccc(Cl)cc1)Nc1ccccc1C(=O)NCc1ccco1,-18%[10 µM],30%[38.3 µM],-21%,19%,29%,13%,-5%
CCOc1cc(C2C(C(=O)OC(C)C)=C(C)NC3=C2C(=O)CCC3)cc([N+](=O)[O-])c1O (configuration not stated),-31%[inhibitor],6%,3%,?,7%,11%,-7%
N#CC(c1ccc(=O)[nH]n1)c1ccc(Cl)cc1Cl (configuration not stated),-14%,-1%,3%,?,-14%,-1%,3%
COc1cc2oc(=O)cc(-c3ccc(-c4ccc(F)c(Cl)c4)cc3)c2c(OC)c1OC,-40%[inhibitor],14%,-3%[39.9 µM],.,.,.,-9%
CC(=O)C(=Cc1cc(C)n(-c2ccccc2)c1C)C(C)=O,-34%,3%,2%,?,5%,17%,-10%
Cc1ccc(Nc2ncccc2C(N)=O)cc1[N+](=O)[O-],.,-9%,-1%,4%,-4%,14µM*,-5%
CCCC(=O)N1c2ccc(-c3csc(N)n3)cc2CC1C (configuration not stated),-87%[inhibitor][10 µM],.,.,-4%,7%,.,-10%
Cc1cc(=O)oc(C)c1C(=O)NCCc1ccccc1,-37%,-4%[38.3 µM],4%,0%,14%,-2%,-3%
NC(=O)c1ccc(C(F)(F)F)n(Cc2ccccc2Cl)c1=O,-8%,-1%[38.3 µM],0%,?,-19%,-3%,1%
CCOC(=O)c1c(NC(=O)COC(=O)c2c(C)noc2C)sc2c1CCC2,-21%[10 µM],14%,2%,0%,-1%,-17%,4%
CC1CN(C)C(C)c2c1oc1ccc(N)cc21 (configuration not stated),-5%[10 µM],4%,-2%,9%[46 µM],-22%[9.22 µM],.,5%
CN(C)CC(O)CN1C(=O)N(CN2C(=O)N(CC(O)CN(C)C)C(=O)C2(C)C)C(C)(C)C1=O (configuration not stated),-32%[inhibitor],-7%,-3%,-6%[46 µM],28%,8%,4%
OCc1c(Cl)nc2ccccn12,-37%,-3%,-1%,6%[46 µM],12%,5%,-2%
CC(=O)c1ccc2noc(-c3ccc(C)cc3)c2c1,-13%[10 µM],5%,-2%,5%[46 µM],-25%,-28%,-2%
c1ccc(-n2nnnc2-c2cnc(-c3cccnc3)nc2-c2cccs2)cc1,-14%[10 µM],12%,-2%,3%,-8%,22%,8%
COc1cccc(NC(=S)N(CCCN2CCC(C)CC2)Cc2cccs2)c1,-23%,11%,1%,-9%[46 µM],2%,-9%,4%
Cc1ccc(NC(=S)N(CCN(C)C)Cc2cccs2)cc1,-33%[inhibitor],24%,-3%,?,17%,-20%,3%
O=C(CSc1ncnc2c1nnn2-c1ccc(F)cc1)NCC1CCCO1 (configuration not stated),26%,6%[38.3 µM],6%,5%,0%[9.22 µM],-21%,-3%
Cc1c(NC(=O)c2cnn3cccnc23)c(=O)n(-c2ccccc2)n1C,2%,30%[38.3 µM],3%,6%,-6%,?,2%

# An unsorted share of the library; any-hit rate near 4%.
